Screens: PubChem, National Center for Advancing Translational Sciences (NCATS)
MCF10A rereplic: induces DNA re-replication in MCF 10a normal breast cells | Potency, µM (highest dose often 46.1 µM), for inactives: top-dose activity, positive = re-replication, usual class: activators | 350,000 compounds, 2.9% hits | MCF 10A DNA re-replication, Hoechst nuclear intensity, 48 h; further: potency means the concentration at half of the fitted maximal effect; % of control where 0% means no effect; nearly all actives have a fitted effect of over 50% in size
HepG2 viability: counter-screen for TGF-b inhibitors: cytotoxicity in HepG2 cells; HepG2 CAGA-GFP viability, ATP luminescence, 18 h; Potency, µM (series often up to 46.1 µM), inactives show at the highest dose activity change, negative = cytotoxicity, usual class: cytotoxic; 410,000 compounds, 0.76% hits; further: potency means the concentration at half of the fitted maximal effect; some results filed as inactive show a strong effect at the top dose
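HepG2 CAGA-GFP cells (1000/well, DMEM with 1% FBS) received compound, then TGF-beta at 500 pg/mL final, and were incubated 18 hours at 37 degrees C. Viability was read by CellTiter-Glo luminescence. Media-only wells were set as complete cell-killing and DMSO as no toxicity.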
KB-3-1 tox: kills parental KB-3-1 adenocarcinoma cells. KB-3-1 viability, CellTiter-Glo ATP luminescence, 72 h. Potency, µM (titrated, usually from 46.1 µM), without a hit: at the highest dose activity change, negative = cytotoxic, hits mostly cytotoxic. 400,000 compounds, 1.4% hits. AID 1347075; further: potency means the concentration at half of the fitted maximal effect; on the % scale 0 is the no-effect control and ±100 the full control effect; nearly all actives have a fitted effect of over 60% in size
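Cells are dispensed, compounds pinned in, plates held at 37 °C for 72 h, then CellTiter-Glo is added and luminescence read after 10 minutes. Cell line: parental KB-3-1 in phenol-red-free DMEM, 10% FBS.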
IL-1B inflam inh: inhibitors of inflammasome signaling (IL-1 beta secretion) | THP-1 LPS/ATP IL-1B secretion, AlphaLISA, 16 h; active compounds read low | AID 743279 | activity change, % at 57.5 µM | 360,000 compounds, 4.7% hits; in the data active means activity change below about -50%; inconclusive means mostly about -30% to -49%; further: on the % scale 0 is the no-effect control and ±100 the full control effect
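Secreted IL-1B measured by AlphaLISA bead assay after 16 h compound exposure of THP-1 cells; compounds (final up to 57.5 uM) added 1 h before LPS (250 ng/mL) and ATP (1.25 mM) stimulation; lower signal means less secretion.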
SW480 rerep: inducers of DNA re-replication in SW480 colon cancer cells; SW480 DNA re-replication, Hoechst DNA content imaging, 48 h; Potency, µM (top dose mostly 46.1 µM), inactives show at the highest dose re-replication activation, most hits filed as activators; 340,000 compounds, 1.8% hits; further: potency means the concentration at half of the fitted maximal effect; % of control where 0% means no effect; nearly all actives have a fitted effect of over 55% in size
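Image-based read-out: total Hoechst fluorescence of nuclei (405 nm excitation, 500-530 nm emission), with hits raising the fraction of high-intensity nuclei. SW480 colon cells incubated 48 hr with compounds at 37 C.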
HT1080NT lethal: kills 2HG-producing HT-1080-NT fibrosarcoma cells; HT-1080-NT fibrosarcoma viability, CellTiter-Glo ATP luminescence, 48 h; Potency, µM (highest dose often 46.1 µM), for the others: at the highest dose activity, negative = less viability, actives largely listed as cytotoxic; 360,000 compounds, 1.6% hits; AID 686970;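 further: NT is the 2HG producing partner of a matched IDH1 knockdown line; potency means the concentration at half of the fitted maximal effect; 0% = DMSO-treated cells and -100% = media-only wells without cells; nearly all actives have a fitted effect of over 55% in size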
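Read-out is CellTiter-Glo luminescence after 10 minutes at room temperature, following 48 hours' compound treatment of HT-1080-NT cells (750 cells/well, RPMI, 5% FBS, 37 degrees C).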
ATXN2 expr inh: inhibitors of ATXN2 expression | Potency, µM (highest dose often 57 µM), for inactives: at the top dose activity change, negative = inhibition, actives largely listed as inhibitors | 360,000 compounds, 0.72% hits | HEK-293 ATXN2-luciferase reporter, luminescence, 24 h; further: potency means the concentration at half of the fitted maximal effect; on the % scale 0 is the no-effect control and ±100 the full control effect; nearly all actives have a fitted effect of over 55% in size
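ATXN2-luciferase reporter cells (luciferase flanked by upstream and downstream ATXN2 gene portions) were treated 24 h at 37 °C with compounds at up to 57 uM. SteadyGlo luminescence gave expression; GF-AFC fluorescence gave viability.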
S2 tox: viability counter-screen for ATXN expression inhibitors; S2 cells (HEK-293 line with an ATXN2-luciferase reporter) viability, CellTiter-Fluor protease fluorescence, 24 h; Potency, µM (series often up to 56.7 µM), usual class: cytotoxic; 400,000 compounds, 0.49% hits; AID 651635; further: potency means the concentration at half of the fitted maximal effect; nearly all actives have a fitted effect of over 40% in size
HT1080 IDH1KD tx: HT-1080 IDH1 knockdown cell toxicity (counter line); HT-1080 IDH1 knockdown viability, ATP luminescence, 48 h; Potency, µM (series often up to 46.1 µM), for the others: at the highest dose activity, negative = toxicity, usual class: cytotoxic; 360,000 compounds, 2% hits; AID 686971;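 further: potency means the concentration at half of the fitted maximal effect; 0% = DMSO wells and -100% = cell-free medium wells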
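HT-1080-IDH1KD cells (IDH1 knocked down), 750/well in RPMI with 5% FBS, treated with compound 48 h at 37 degrees C. Viability by CellTiter-Glo luminescence, normalised to DMSO and no-cell wells; concentration-response curves classed.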
Starred values were filed as active, the others as inactive; i = inactive; ? = inconclusive; . = not tested or not shown; & = joins results of further samples; [ ] = dose if it differs, or a comment. Unless noted, the call rests on the fitted dose curve; in most records, active means well fitted curve in the direction sought with a large enough effect; inconclusive means small, poorly fitted or top-dose-only effect, or another doubt; inactive means no such curve, though single readings can be large; an effect the other way counts as inactive or inconclusive.

No.	canonical_smiles	IL-1B inflam inh	HT1080 IDH1KD tx	ATXN2 expr inh	HepG2 viability	MCF10A rereplic	SW480 rerep	S2 tox	KB-3-1 tox	HT1080NT lethal
1	C=C(C)COc1ccc(-c2nc(N)ncc2-c2ccc(Cl)cc2)c(O)c1	?	-20%	.	-107%	?	-13%	.	?	?
2	O=C(CSc1nnc(Nc2ccccc2F)s1)NC(=O)CN1CCCC1=O	4	-1%	.	-11%	2%	-41%[inhibitor]	?	0%	-15%
3	C[C@@H](C(=O)NCCc1ccc(F)cc1)N1C(=O)N2CCc3c([nH]c4ccccc34)[C@@]2(C)C1=O	-9	-22%	?	-32%	?	1%	?	?	-14%
4	O=C(O)CCCCCNC(=O)c1ccc(Br)cc1	-13	21%	3%	1%	0%	-3%	i	3%	13%
5	CC(=O)Nc1ccc(C(=O)CSc2nnnn2C)cc1	12	-4%	43%[activator]	3%	-4%	3%	i	2%	-2%
6	O=C(N/N=C/c1cn(-c2ccccc2)nc1-c1cccs1)c1ccncc1	-6	-14%	-8%	-12%	0%	24%	?	-5%	2%
7	COc1cccc(NC(=O)CN(C)CC(=O)Nc2ccc3c(c2)OCO3)c1	32	-19%	-13%	0%	-1%	0%	i	7%	-1%
8	Cc1ccc2nc(SCC(=O)N/N=C/c3ccco3)cc(C)c2c1	-7	-14%	-5%	-18%	-3%	4%	i	-3%	0%
9	CC(C)C(=O)Nc1nc(-c2ccc3c(c2)CCN3C(=O)C2CC2)cs1	-12	5%	25%	-3%	16%	1%	i	-5%	9%
10	O=C(O)C1(P(=O)(c2ccc(Cl)cc2)c2ccc(Cl)cc2)CC1	47	1%	-12%	1%	-13%	-4%	i	13%	2%
11	NC(=S)n1[nH]c(-c2ccc([N+](=O)[O-])cc2)c(N=Nc2ccccc2[N+](=O)[O-])c1=O	4	-1%	?	-1%	-2%	-10%	i	1%	-1%
12	Cc1ccc(C(=O)NCc2ccco2)c(C)c1	-5	15%	30%	7%	-8%	-4%[9.22 µM]	i	17%	16%
13	CCCn1c2ccccc2c2cnn(CC(=O)NCCN(CC)CC)c(=O)c21	-91*	?	-21%	-41%&-29%	?	7%	i	1%	?
14	O=C1Nc2ccccc2C(O)(C(=O)NCc2ccc3c(c2)OCO3)N1c1ccc(Cl)c(Cl)c1 (stereo not given)	15	6%	115%[activator]	-3%	-2%	-3%	i	6%	7%
15	Cc1cc2[nH]c(=O)c(=O)[nH]c2cc1S(=O)(=O)Nc1cccc(F)c1	-9	0%	.	-4%	-2%	-7%	i	3%	-4%
16	CCn1nc(C)cc1C(=O)N1CCCC(C(=O)c2ccc(OC)cc2C)C1 (stereo not given)	54	-10%	-3%	-1%	8%	-2%	i	-21%	1%
17	Cc1sc2ncnc(N3CCN(S(=O)(=O)c4ccccc4)CC3)c2c1C	32	7%	-32%	3%	12%	-7%	?	0%	7%
18	O=C1CSC(=S)N1N=Cc1ccc(OCc2ccccc2)cc1	-11	8%	.	-25%	.	.	i	5%	7%
19	CC(C)c1ccc(NC(=O)CS(=O)(=O)c2cccc3nsnc23)cc1	.	.	14%	-5%	.	.	i	5%	.
20	O=C(N1CCCCC1)C1(c2ccccc2)CCOCC1	14	0%	-2%	1%	-1%	1%	i	17%	0%
21	O=C(CC12CC3CC(CC(C3)C1)C2)NC(=S)Nc1ccc(CN2CCOCC2)cc1	-19	?	-11%	0%	?	?	i	-2%	-24%
22	Cc1ccc(CCNC(=O)CCS(=O)(=O)c2ccc3nc(C)sc3c2)cc1	1	-3%	7%	3%	4%	-8%	i	15%	-2%
23	COc1ccc(N2CCN(C(=O)c3oc4ccccc4c3NC(=O)CCc3cc(OC)no3)CC2)cc1	-22	-1%	-15%	-12%	-1%	9%	i	-8%	10%
24	Cc1[nH]c2ccccc2c1SCC(=O)NNC(=O)Nc1ccc(OC(F)(F)F)cc1	.	-23%	0%	10%	13µM*	-3%	i	-2%	?
25	Cc1ccccc1NC(NC(=O)c1cccnc1)C(Cl)(Cl)Cl (stereo not given)	1	4%	-6%	2%	-25%	-57%[inhibitor]	i	18%	0%
26	COc1ccc(OC)c(CNC(=O)C2CCCN(c3nc4ccccc4o3)C2)c1 (stereo not given)	-12	-4%	3%	-18%	-3%	-1%	i	-1%	6%[9.24 µM]
27	Cc1ccccc1N1CC(c2nc3ccccc3[nH]2)CC1=O (stereo not given)	15	3%	-3%	6%	2%	-3%	i	19%	-1%
28	O=C(CSc1cn(CCNC(=O)c2ccccc2)c2ccccc12)NCC1CCCO1 (stereo not given)	15	2%	6%	-10%	4%	?	i	-5%	11%
29	CC(C)[C@H](NC(=O)CCCn1nnc2ccccc2c1=O)C(=O)O	-73*	10%	2%	2%	0%	-3%	i	-14%	-1%
30	Cc1ccc(Sc2c(C)nn(-c3ccccc3)c2OC(=O)C(C)(C)C)cc1	.	.	-6%	-21%	.	.	i	-4%	.
31	COC(=O)c1cc2cc(NS(=O)(=O)c3ccc(C)cc3)ccc2s1	8	0%	-8%	-43%	?	-1%	i	-7%	6%
32	COCC(=O)Oc1c(Sc2ccc(C)cc2)c(C)nn1C(C)(C)C	.	.	-24%	-31%	.	.	i	6%	.
33	N#C/C(=C\c1cccnc1)c1ccccc1[N+](=O)[O-]	-92*	-25%	15%	4%	26%	?	i	?	-24%
34	O=C(NC1CCCC1)C1CC1c1ccccc1 (stereo not given)	0	6%	1%	10%	-4%	-3%	i	5%	-1%
35	O=C1C(C=Nc2ccccc2)=C(O)c2ccccc21	-14	-3%	48%[activator]	-20%	-3%	-6%	i	-2%	-2%
36	O=C1CC(NCc2ccccc2)C(=O)N1c1ccc(F)cc1 (stereo not given)	1	28%	-6%[11.3 µM]	5%	3%	-2%	i	4%	11%
37	COC(=O)C1=C(C)N(C2CCCCC2)C(=O)/C1=C\c1cccs1	40	-10%	9%	-4%	14%	11%	i	15%	-1%
38	CSc1ccc(CN(C)CC(=O)NCc2ccc(F)cc2)cc1	-15	-9%	-24%	-76%	7%	8%	i	-4%	-1%
39	N=c1oc2cc(O)ccc2cc1C(=O)Nc1nc2ccccc2s1	30	2%	133%[activator]	-2%	8.2µM*	2.9µM*	.	18%	10%
40	CC(=O)c1ccc(NC(=O)CSc2nc(C3CCCC3)nc3c2c(=O)n(C)c(=O)n3C)cc1	.	.	-2%	0%	.	.	?	15%	.

Overlap with the part before: 5 entries, followed by the next part.
No.	canonical_smiles	IL-1B inflam inh	HT1080 IDH1KD tx	ATXN2 expr inh	HepG2 viability	MCF10A rereplic	SW480 rerep	S2 tox	KB-3-1 tox	HT1080NT lethal
36	O=C1CC(NCc2ccccc2)C(=O)N1c1ccc(F)cc1 (stereo not given)	1	28%	-6%[11.3 µM]	5%	3%	-2%	i	4%	11%
37	COC(=O)C1=C(C)N(C2CCCCC2)C(=O)/C1=C\c1cccs1	40	-10%	9%	-4%	14%	11%	i	15%	-1%
38	CSc1ccc(CN(C)CC(=O)NCc2ccc(F)cc2)cc1	-15	-9%	-24%	-76%	7%	8%	i	-4%	-1%
39	N=c1oc2cc(O)ccc2cc1C(=O)Nc1nc2ccccc2s1	30	2%	133%[activator]	-2%	8.2µM*	2.9µM*	.	18%	10%
40	CC(=O)c1ccc(NC(=O)CSc2nc(C3CCCC3)nc3c2c(=O)n(C)c(=O)n3C)cc1	.	.	-2%	0%	.	.	?	15%	.
41	C/C(CC(=O)Nc1cc(Cl)ccc1C)=N\NC(=O)C(=O)N1CCCC1	21	-1%	2%	-23%	29%	10%	i	-1%	-14%
42	COc1ccc(OCC(=O)N(Cc2sccc2C)C2CCS(=O)(=O)C2)cc1 (stereo not given)	5	8%	7%	1%&-4%	2%	-2%	i	-4%	3%
43	CCCCn1c(N)c(N(CC(C)C)C(=O)c2ccc(-n3c(C)ccc3C)cc2)c(=O)[nH]c1=O	-62*	3%	-8%	-15%	?	?	i	-20%	4%
44	CN1CC[C@]23c4ccccc4N[C@H]1[C@]21CCN(C)[C@H]3Nc2ccccc21	-21	-2%	2%	-25%	-28%	-20%	i	0%	16%
45	Nc1cccc(C(=O)OCC(=O)Nc2cccc3c2C(=O)c2ccccc2C3=O)c1	-18	?	7%	6%	0%	0%	i	-8%	-25%
46	Cc1ccc(S(=O)(=O)N2CCC(C(=O)N/N=C/c3ccccc3[N+](=O)[O-])CC2)cc1	-1	-11%	-8%	-18%	-3%	?	i	9%	1%
47	NS(=O)(=O)c1ccc(-n2nncc2C23CC4CC(CC(C4)C2)C3)cc1	-13	7%	6%	12%	2%	?	i	0%	1%

Values in list order from the list.
Nos. 41–47 in S2 tox, in turn: i, i, i, i, i, i, i
Nos. 41–47 in IL-1B inflam inh, in turn: 21, 5, -62*, -21, -18, -1, -13
Nos. 41–47 in MCF10A rereplic, in turn: 29%, 2%, ?, -28%, 0%, -3%, 2%
